ALOX12 inh = Primary qHTS assay for inhibitors of human arachidonate 12S-lipoxygenase (ALOX12): Round 2. hit rate 1.1% among 580,000. purified 12hLO, xylenol orange hydroperoxide absorbance. Potency, µM (doses to about 108 µM), inactives show top-dose activity change, negative = inhibition, actives largely listed as inhibitors. Polyunsaturated fatty acid lipoxygenase ALOX12 (Homo sapiens), P18054. AID 1671190, 2021; active = well fitted inhibition curve with a large enough effect; inconclusive = small, poorly fitted or top-dose-only effect, or another doubt; inactive = no such curve, though single readings can be large or run the other way
Target sequence (P18054 whole entry, looked up): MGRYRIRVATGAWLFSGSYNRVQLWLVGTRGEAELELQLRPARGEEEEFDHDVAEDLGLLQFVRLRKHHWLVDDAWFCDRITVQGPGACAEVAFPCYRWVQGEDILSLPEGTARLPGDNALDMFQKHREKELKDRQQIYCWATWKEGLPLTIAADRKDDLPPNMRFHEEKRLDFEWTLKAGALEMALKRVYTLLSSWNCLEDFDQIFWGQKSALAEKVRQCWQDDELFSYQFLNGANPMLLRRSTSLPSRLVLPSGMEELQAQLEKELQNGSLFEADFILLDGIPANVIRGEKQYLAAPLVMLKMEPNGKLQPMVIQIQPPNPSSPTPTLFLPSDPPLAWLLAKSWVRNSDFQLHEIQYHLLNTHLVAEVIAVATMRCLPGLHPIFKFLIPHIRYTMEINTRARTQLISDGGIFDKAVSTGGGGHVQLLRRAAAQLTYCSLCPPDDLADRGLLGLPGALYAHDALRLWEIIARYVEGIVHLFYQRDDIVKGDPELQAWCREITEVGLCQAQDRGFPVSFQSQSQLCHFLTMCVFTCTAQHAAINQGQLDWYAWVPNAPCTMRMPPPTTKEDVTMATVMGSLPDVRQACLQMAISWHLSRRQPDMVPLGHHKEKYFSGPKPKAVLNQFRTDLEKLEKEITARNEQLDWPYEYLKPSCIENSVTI
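Hydroperoxide product was detected by ferrous iron/xylenol orange as the 573 to 405 nm absorbance ratio. Arachidonic acid at 40 uM (final) was turned over for 30 min at room temperature by 150 nM human 12hLO, pH 7.0 Hepes buffer, after 15 min compound preincubation.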
Active calls of the source: *; ? = inconclusive; [ ] = remark or other dose. % is scaled to controls: 0 for no effect and ±100 for the full control effect; potency is read from the fitted curve at half-maximal effect.

no. | mol | ALOX12 inh
1 | O=Cc1ccc(/C=C2\c3ccccc3C(=O)N2c2ccccc2)o1 | ?
2 | O=C(NCC12CCCN1CCC2)c1ccc(C2CCNC2)cc1 (stereo not drawn) | 10%
3 | COc1ccc(NC(=O)CSc2nnc3ccccn23)cc1S(=O)(=O)N1CCCCC1 | 11%
4 | CCCOc1nc2ccccc2nc1N1CCC(C(=O)NCc2ccccc2C)CC1 | -8%
5 | Cc1ccc(-n2c3nc(=O)[nH]c(=O)c-3cc3ccc(Cl)cc32)c(C)c1 | ?
6 | COCc1ccc2c(c1)c(OC(C)(C)C(=O)Nc1ccc(OC)cc1)nn2Cc1cccnc1 | -3%
7 | CN1CCN([C@@H]2[C@H](O)[C@H](CO)O[C@@H]2CNC(=O)Nc2cccc(Cl)c2)CC1 | ?
8 | COc1ccccc1-c1ccnc(-c2nnc(C)n2-c2ccccc2)c1 | 11%[176 µM]
9 | O=C(c1ccc2nc[nH]c2c1)N1CCCN(c2cc(-c3ccc(Br)cc3)[nH]n2)CC1 | 34%[activator]
10 | Cc1ccc(C(=O)N2CCC3(CC2)NC(=O)N(c2ccccc2Cl)N3)c(C)c1 | 2.2µM*
11 | Cc1ccc(C)c(Nc2nc(N3CCN(c4ccc(F)cc4)CC3)nc3nccnc23)c1 | -27%
12 | COc1cc(/C=N/O)ccc1OCC(=O)NN | 6%
13 | CCn1nc(C)c(CNC(=O)Nc2cc(Cl)ccc2OC)c1C | 24%
14 | O=C(c1ccc2[nH]ccc2c1)N1CCC(n2cc(-c3nc(-c4ccccc4)no3)nn2)C1 (stereo not drawn) | ?
15 | Brc1ccccc1-c1nnc(SCc2nc3ccccc3o2)o1 | 16%
16 | Cc1ccc(NC(=O)Cn2c(N3CCCCC3)nc(C)c(C)c2=O)cc1C | -2%
17 | CCOC(=O)C1=C(C(=O)OCC)C2N(Cc3ccc(C(F)(F)F)cc3)c3ccccc3[C@@]23C[C@@H](C(=O)OC)N(S(=O)(=O)c2cccs2)C3=N1 (stereo partly drawn) | -2%
18 | CC(=O)N[C@H]1CC[C@]2(C)CCC([C@H](C)C(=O)NCc3ccc(F)cc3)[C@H](O)[C@H]2[C@@H]1C (stereo partly drawn) | 16%[176 µM]
19 | CCC(C)Cc1c(C)sc2nc(CNc3ccc4c(c3)OCO4)[nH]c(=O)c12 (stereo not drawn) | ?
20 | O=C(Nc1ccncn1)[C@@H]1C[C@@H](c2cccc(C(F)(F)F)c2)N(CC2CCOCC2)C1 | -11%[176 µM]
21 | O=C(C1CCCC1)N1CC2(CCN(CC3CCCCC3)C2)Cc2ccccc21 (stereo not drawn) | ?
22 | Fc1ccc(CCNC(=S)NC2CCCCC2)cc1 | ?
23 | O=C(NC1CCN(c2cc(-c3ccccc3)[nH]n2)CC1)C1CCCCC1 | 43%[activator]
24 | COCCNC(=O)c1ccc2c(c1)N(C)C(CC(=O)NCc1ccon1)CO2 (stereo not drawn) | 10%
25 | O=S(=O)(Cc1cccc(F)c1)N1CCC(C2CCNC2)CC1 (stereo not drawn) | 26%
26 | COc1ccc(C(=O)N2C[C@@H](F)[C@@H](OCc3nc4ccc(C(F)(F)F)cc4[nH]3)C2)cc1 | 1%
27 | CCOC(=O)c1cccc(NC(=O)N2CC[C@@H](CC(=O)NCCSC)[C@@H](CC)C2)c1 | 9%[176 µM]
28 | O=C(c1cc(=O)c2cc(Cl)ccc2o1)N(Cc1ccccc1)c1ccccn1 | ?
29 | CC1=C[C@@H](CNC(=O)CC(C)(C)CC(=O)O)[C@H](C(C)C)C[C@H]1Cc1nc2c(C)cccc2[nH]1 | ?
30 | C=C(C)Cn1c(SCC(N)=O)nc2c1c(=O)n(C)c(=O)n2C | 12%
31 | CCN(Cc1noc(C)n1)C(=O)CC1C(=O)NCCN1CC(C)(C)C (stereo not drawn) | 78%[activator]
32 | Cc1nc(-c2cccc(Cl)c2)n(Cc2nc(-c3ccc(OC(C)C)cc3)oc2C)c(=O)c1CCO | 37%
33 | Cc1ccccc1-n1nnnc1C(c1ccccc1)N(C)C(=O)c1cn[nH]n1 (stereo not drawn) | 113%[activator]
34 | COc1cc(-n2c(C)cc(O)cc2=O)ccc1Cl | -17%
35 | CN1CCC/C1=C\C(=O)c1ccccc1 | 4%
36 | C=CCN1CCN(C(=O)c2ccc3c(c2)C(O)CCCCCN3C)CC1 (stereo not drawn) | 37%[activator]
37 | COc1ccc(S(=O)(=O)N2CCOC[C@H](Oc3cccnc3)C2)cc1 | -4%[176 µM]
38 | Cc1cccc(C(=O)NCC2Cn3cccc3C(=O)N2C)c1 (stereo not drawn) | 1%
39 | O=S(=O)(c1cccc2nsnc12)N(Cc1ccncc1)C1CC1 | ?
40 | O=C(/C=C/c1ccco1)N(Cc1cccs1)C1CC1 | 35µM*
41 | O=[S+]1([O-])NC2(CCN(Cc3cccnc3)CC2)CNc2ccccc21 | 52%[activator]
42 | COCc1cc(C[C@@H]2C[C@H](NCc3ccco3)C2(C)C)no1 | 37%[176 µM]
43 | O=C(CSc1nc(C2CC2)n(-c2ccccc2)n1)N1CCN(c2ccc(O)cc2)CC1 | ?
44 | CCCCn1nnc(NC(=O)COc2ccc(C(C)(C)C)cc2)n1 | ?
45 | Cn1c(CNC(=O)C(Cc2ccccc2)NS(=O)(=O)c2ccc(Cl)cc2)cc(=O)n(C)c1=O (stereo not drawn) | 14%
46 | N#CC1CCN(C(=O)c2c[nH]c3ncccc23)CC1 | 18%[176 µM]
47 | CC(C(=O)N1CCOCC1)N1C(=O)COc2ccc(C(=O)COc3ccc(Cl)cc3)cc21 (stereo not drawn) | 32%[activator]
48 | Cc1cc(C)c2[nH]c(C)c(CN3CCC(C)CC3)c(=O)c2c1 | ?
49 | O=C(c1cc(F)cc(F)c1)N1C[C@@H](CO)[C@H](c2nc(C3CC3)no2)C1 | 0%
50 | COCC1CN(C2CCC2)CC12CCN(C(=O)Cn1cccn1)CC2 (stereo not drawn) | 86%[activator]
51 | CCCCN(CC)c1ccc(NS(=O)(=O)c2ccc3c(c2)CCCC3)cc1C(=O)O | 1.6µM*
52 | O=C(C1CCOCC1)N1CC(CNc2ccccc2)C2(C1)CN(c1ccccc1)C2 (stereo not drawn) | -12%[176 µM]
53 | Cc1cc(C(=O)CSc2nnc(COc3ccc(Cl)cc3)o2)c(C)n1C1CC1 | 10%
54 | COc1ccc(C(=O)OCc2nc(-c3ccc(F)cc3)no2)cc1S(=O)(=O)N1CCCCCC1 | 0%
55 | Cc1oc(-c2ccccc2F)nc1CS(=O)(=O)CC(=O)NCCN(CC(C)C)CC(C)C | -26%
56 | CCOc1ccccc1C(=O)NC1CCN(c2cnn(CCOC)c(=O)c2)CC1 | 21%
57 | CC(C)NC(=O)NC[C@H]1O[C@@H](CC(=O)NC2CC2)[C@H](O)[C@@H]1O | 45%[activator][176 µM]
58 | CC(C)Oc1cccc(-c2nnc(CCC(=O)NC(C)c3ccccc3)c(=O)[nH]2)c1 (stereo not drawn) | ?
59 | CCN(CC)S(=O)(=O)N1CC=C(c2c(OC)cc(OC)cc2OC)CC1 | -43%
60 | O=C(CCC1CCCC1)NCCCCNC(=O)CCC1CCCC1 | -4%

Reformatted as labelled records: four of the compounds above
32: Cc1nc(-c2cccc(Cl)c2)n(Cc2nc(-c3ccc(OC(C)C)cc3)oc2C)c(=O)c1CCO
  ALOX12 inh = 37%

60: O=C(CCC1CCCC1)NCCCCNC(=O)CCC1CCCC1
  ALOX12 inh = -4%

59: CCN(CC)S(=O)(=O)N1CC=C(c2c(OC)cc(OC)cc2OC)CC1
  ALOX12 inh = -43%

34: COc1cc(-n2c(C)cc(O)cc2=O)ccc1Cl
  ALOX12 inh = -17%

Next section
no. | mol | ALOX12 inh
61 | CCN(Cc1cccs1)C(=O)NCC(c1ccco1)N(C)C (stereo not drawn) | 19%
62 | C[C@H](NC(=O)C(C#N)=Cc1cccc(Br)n1)c1ccccc1 | ?
63 | Cc1nc2cc(F)cc(C(=O)NCCCN(C)C(C)C)c2nc1C | -9%
64 | CN(C)c1ccc(-c2ccnc(N[C@H]3CO[C@H]4[C@@H]3OC[C@H]4OC(=O)Nc3cccc(C(F)(F)F)c3)n2)cc1 | ?
65 | CCOc1ccccc1CN1CCCC(c2nc(C)ncc2-c2ccc(F)cc2)C1 (stereo not drawn) | 11%
66 | CCCCC[C@H](O)/C=C/[C@H]1OC(=O)C[C@H](O)[C@@H]1C/C=C\CCCC(=O)O | 8%[12.5 µM]
67 | CCNCc1ccccc1C(F)(F)F | ?
68 | CC(Nc1ccc2oc(C(C)(C)C)nc2c1)c1nc(C(C)(C)C)no1 (stereo not drawn) | -31%
69 | CC(C)NC(=O)c1ccc([N+](=O)[O-])cc1 | 4%
70 | Cc1ccc(OCC(=O)NCC2CCCCC(=O)N2)cc1 (stereo not drawn) | -10%
71 | CO[C@@H]1[C@H](OC(=O)/C=C/C=C/C=C/C=C/C(=O)O)CC[C@]2(CO2)[C@H]1[C@@]1(C)O[C@@H]1CC=C(C)C | ?
72 | COc1cccc(C(=O)N2C(C(=O)NCC(C)C)COC23CCN(C(=O)c2ccc(F)cc2)CC3)c1 (stereo not drawn) | 42%[activator]
73 | CCC(=O)Nc1ccc(S(=O)(=O)Nc2c(NC3CCCC3)c3ccccc3oc2=O)cc1 | -60%
74 | CCOC(=O)CSc1nc2c(c(=O)[nH]c(=O)n2C)n1Cc1cccc(C)c1 | ?
75 | COc1cccc(C(=O)NCCCNC(=O)c2nc3ccccc3c(=O)[nH]2)c1 | -4%
76 | COc1ccc2c(c1)cc(C(=O)Nc1ccc(C)cc1C)n2C | 1%
77 | CC(C)(C)c1ccc(OCc2nn3c(-c4ccncc4)nnc3s2)cc1 | ?
78 | N#Cc1c(N)n[nH]c1CCCCCNc1ncnc2c1cnn2-c1ccccc1 | 27%
79 | Cc1nc2cc(F)ccc2cc1C(=O)N1CCN(S(=O)(=O)c2ccc(C#N)cc2)CC1 | 0%
80 | COc1ccc(-c2ccccc2)cc1N1C(=O)[C@@H]2C[C@H]1CN2C(=O)[C@H](N)C(C)C | 43%[activator]
81 | CC(C)OCCCNC(=O)C1Cn2cccc2C(=O)N1Cc1ccccc1 (stereo not drawn) | 23%
82 | COc1ccc(-n2c(=O)c3c(n2Cc2ccccc2)CN(C(C)=O)CC3)cc1 | 18%[176 µM]
83 | CCCCNC(=S)NN | 5%
84 | Fc1ccc(C2=CC(c3c(F)cccc3Cl)n3nnnc3N2)cc1 (stereo not drawn) | ?
85 | Cn1c(=O)c2c(nc(NCc3ccco3)n2Cc2ccc(Cl)cc2)n(C)c1=O | -25%
86 | CCCCCCCCN1C(=O)[C@@H](CC(=O)NCc2ccccc2)C[C@@]2(C(=O)OC)C1=C[C@H](C(C)(C)C)O[C@@H]2C | -3%
87 | O=C(Nc1ccc(F)cc1)c1ccc(CN2C(=O)NC3(CCOCC3)C2=O)cc1 | -5%
88 | Cc1cccn2c(CN(C)CCc3cnn(C)c3)c(C(=O)N(C)CCc3ccccc3)nc12 | 0%
89 | O=C(c1ccco1)N1CCC[C@H](n2c(=O)n(CC3CC3)c3cccnc32)C1 | -3%
90 | CN1CCCCCCN(C(=O)NC2CCCCC2)[C@H]2CCC[C@H]2C1=O | 15%
91 | Cc1ncc2c(c1CNC(=O)c1cncs1)CCN(C(=O)c1ccsc1)C2 | 10%
92 | Cc1ccccc1CN1C[C@@H]2C(=O)N(CCc3ccccc3)C(=O)[C@@H]2C1 | 15%
93 | Cc1ccc(C2Cn3nnc(-c4noc(-c5cnccn5)n4)c3CO2)cc1 (stereo not drawn) | 27%
94 | C=CCn1cc2c3c(cccc31)[C@H](CC(C)C)N[C@H](C(=O)NCCOC)C2 | -1%[176 µM]
95 | COc1cc(CC(=O)NC2CCCC2)cc(OC)c1OC | ?
96 | NCCCOc1cccc2ccccc12 | -3%
97 | CC(=O)N[C@@H](C(=O)O)C(C)C | -16%
98 | COc1ccc(NC(=O)COC(=O)c2cc(=O)c3ccccc3o2)c(OC)c1 | ?
99 | Cc1ccccc1C(=O)Nc1ccc2oc(-c3ccccc3F)nc2c1 | 11%
100 | Cn1ccc2c(C(=O)N3CCC(C(N)=O)CC3)cccc21 | 2%
101 | Cc1ccc(CN2CC[C@@H]3[C@H]2C(=O)NC[C@H](CCC(=O)N2CCN(c4ccccn4)CC2)N3C)cc1 | 43%
102 | O=C(CC1CC2CCC1C2)NCc1ccccn1 (stereo not drawn) | 7%
103 | CCc1ccccc1NC(=O)CCC(=O)c1ccc2c(c1)CCC2 | ?
104 | CN1C(=O)c2cccn2CC1C(=O)NCc1ccco1 (stereo not drawn) | 9%
105 | CC(C)(C)C(=O)N[C@H]1CO[C@H]2[C@@H]1OC[C@@H]2Nc1nccc(-c2ccc(-c3ccccc3)cc2)n1 | 16%
106 | Cc1cn2nnc(C(=O)N3CCC(C(=O)Nc4ccc(F)c(F)c4)CC3)c2c(=O)[nH]1 | 34%[activator]
107 | Cn1cc(CN2C[C@@H]3C[C@H](C2)c2ccc(NS(=O)(=O)c4cccc(F)c4)c(=O)n2C3)c2ccccc21 | 57%[activator]
108 | CC(Sc1nc2ccccc2c(=O)n1CCCO)c1nnc(-c2ccccc2)o1 (stereo not drawn) | -3%
109 | O=C(CN1C(=O)NC2(CCS(=O)(=O)CC2)C1=O)NC1CCCCC1 | 23%
110 | Cc1cc(CN(C)C2CCc3nn(C)c(=O)n3CC2)n(C)n1 (stereo not drawn) | 39%[activator]
111 | CN1C(=O)c2ccc(NC(=O)C(F)(F)C(F)(F)C(F)(F)F)cc2C1=O | 16%

Copied from above, compounds 91 to 94
no. | mol | ALOX12 inh
91 | Cc1ncc2c(c1CNC(=O)c1cncs1)CCN(C(=O)c1ccsc1)C2 | 10%
92 | Cc1ccccc1CN1C[C@@H]2C(=O)N(CCc3ccccc3)C(=O)[C@@H]2C1 | 15%
93 | Cc1ccc(C2Cn3nnc(-c4noc(-c5cnccn5)n4)c3CO2)cc1 (stereo not drawn) | 27%
94 | C=CCn1cc2c3c(cccc31)[C@H](CC(C)C)N[C@H](C(=O)NCCOC)C2 | -1%[176 µM]

From PubChem

Only part of the results is shown, so the mix of outcomes need not match the whole.
